OX1R antag: antagonists of human orexin 1 receptor (OX1R). Orexin/Hypocretin receptor type 1 (Homo sapiens), O43613. OX1R-expressing cells, FRET antagonist read-out. inhibition, % at 6.6 µM. hit rate 1.8% among 330,000; in the data active = inhibition mostly above about 38%, no sharp cut-off; inactive = mostly below about 40%;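 also: 0% = agonist challenge alone and 100% = reference antagonist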
Target sequence (O43613 whole entry, looked up): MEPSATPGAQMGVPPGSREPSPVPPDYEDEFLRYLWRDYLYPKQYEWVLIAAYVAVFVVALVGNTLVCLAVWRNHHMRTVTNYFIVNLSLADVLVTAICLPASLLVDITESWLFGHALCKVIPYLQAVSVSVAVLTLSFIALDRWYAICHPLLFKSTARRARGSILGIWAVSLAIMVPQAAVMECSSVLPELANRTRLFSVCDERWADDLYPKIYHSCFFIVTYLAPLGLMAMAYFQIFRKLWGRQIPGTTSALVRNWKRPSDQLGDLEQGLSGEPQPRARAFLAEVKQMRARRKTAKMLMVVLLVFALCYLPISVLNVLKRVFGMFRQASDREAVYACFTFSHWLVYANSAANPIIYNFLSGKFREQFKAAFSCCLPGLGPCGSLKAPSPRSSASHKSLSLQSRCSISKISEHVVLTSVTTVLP
STK33 inh: inhibitors of purified STK33 kinase, primary screen, biochemical, ADP-Glo luminescence, homogeneous, cell-free | Serine/threonine-protein kinase 33 (Homo sapiens), Q9BYT3 | MBP phosphorylation | inhibition, % at 10 µM | hit rate 0.073% among 320,000;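 active = inhibition at or above 25%, using the most active replicate where run in duplicate; inactive = inhibition below 25%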
Target sequence (Q9BYT3 whole entry, looked up): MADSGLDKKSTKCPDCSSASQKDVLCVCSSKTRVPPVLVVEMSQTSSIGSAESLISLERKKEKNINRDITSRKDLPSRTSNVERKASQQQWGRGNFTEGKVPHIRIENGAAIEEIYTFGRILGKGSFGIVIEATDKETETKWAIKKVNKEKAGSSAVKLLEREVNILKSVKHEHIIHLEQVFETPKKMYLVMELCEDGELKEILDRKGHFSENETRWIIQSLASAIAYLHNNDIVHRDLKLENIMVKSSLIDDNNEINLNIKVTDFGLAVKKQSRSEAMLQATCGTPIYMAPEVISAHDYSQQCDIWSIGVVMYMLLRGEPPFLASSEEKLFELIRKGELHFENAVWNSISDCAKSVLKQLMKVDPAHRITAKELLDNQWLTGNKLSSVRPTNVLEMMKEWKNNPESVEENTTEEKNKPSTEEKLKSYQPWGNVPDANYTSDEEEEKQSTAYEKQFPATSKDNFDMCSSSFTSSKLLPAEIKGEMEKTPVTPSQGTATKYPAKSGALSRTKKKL
KCNQ2 inh: KCNQ2 potassium channel inhibitors, primary screen, cell-based, CHO-K1, FluxOR thallium flux, B-score (AID 2156) | 20 min; active compounds read low | B-score at 10 µM | hit rate 1.1% among 310,000 | Potassium voltage-gated channel subfamily KQT member 2 (Rattus norvegicus), O88943;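 active = fluorescence ratio B-score at most minus 3 library SDs, with starting brightness B-score within 2 library SDs, cut at about -5.5 in these data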
The depositor's hits bear a star; i = inactive; . = no result given.

OX1R antag,STK33 inh,Molecule,KCNQ2 inh
32,2.2,CN(C)c1ccc(NC(=O)c2ccc3nsnc3c2)cc1,i
16,36*,Cc1ccc(-c2nn(CCC(=O)O)cc2/C=C\C(=O)c2ccc(Br)cc2)cc1,i
6,-0.2,O=C(Nc1ccc2c(c1)OCCO2)N1CCN(c2ccc(F)cc2)CC1,i
15,-0.1,COc1ccc(C2CC(C(F)(F)F)n3nc(C(=O)O)c(Cl)c3N2)cc1OC (stereo not given),i
68,2.1,CCOC(=O)c1cccc(NC(=O)CN(c2ccc(C)cc2)S(=O)(=O)c2c(C)noc2C)c1,i
12,-1.6,COc1ccc(N2C(=O)CC(Sc3nnc(-c4ccccc4)o3)C2=O)cc1 (stereo not given),i
22,-0.6,Cc1nc(C)c(C(=O)Nc2ccc(Oc3ccccc3)cc2)o1,i
5,-0.4,CCN(C(=O)COc1ccccc1[N+](=O)[O-])C1CCS(=O)(=O)C1 (stereo not given),i
12,-1.7,CCN1C[C@@H]2[C@@H]3C(=O)N(C)C(=O)[C@@H]3[C@](CC)(C1=O)N2C(=O)c1ccc(C(C)(C)C)cc1,.
9,-2.0,COC(=O)[C@H](Cc1ccccc1)NC(=O)N1Cc2ccccc2C[C@H]1C(=O)OC,i
23,1.6,O=C(CCCOc1ccccc1)Nc1ccc(Cl)c(S(=O)(=O)N2CCOCC2)c1,.
9,-0.7,COc1ccccc1C(=O)O/N=C(\c1ccccc1)c1ccncc1,i

A draw from above in order of molar mass, low to high.
OX1R antag,STK33 inh,Molecule,KCNQ2 inh
32,2.2,CN(C)c1ccc(NC(=O)c2ccc3nsnc3c2)cc1,i
9,-0.7,COc1ccccc1C(=O)O/N=C(\c1ccccc1)c1ccncc1,i
6,-0.2,O=C(Nc1ccc2c(c1)OCCO2)N1CCN(c2ccc(F)cc2)CC1,i
23,1.6,O=C(CCCOc1ccccc1)Nc1ccc(Cl)c(S(=O)(=O)N2CCOCC2)c1,.
68,2.1,CCOC(=O)c1cccc(NC(=O)CN(c2ccc(C)cc2)S(=O)(=O)c2c(C)noc2C)c1,i

(next part)
OX1R antag,STK33 inh,Molecule,KCNQ2 inh
44,-0.1,Cc1ccc(C(=O)Nc2nc(=O)n(C(=O)c3ccccc3C)s2)cc1,.
-2,0.7,CC(C)Sc1nc2ccccc2n2cnnc12,i
11,-4.7,CC1(C)N=C(N)NC(Nc2ccccc2Cl)=N1,i
10,-1.6,Cc1cc(=O)[nH]c2c1cnn2C(C)c1ccccc1 (stereo not given),i
17,-0.2,COc1ccc(OCC(=O)Nc2cccc(NC(=O)COc3ccc(OC)cc3)n2)cc1,i
13,-1.9,Cc1ccc(C(=O)N2CCN(CCNC(=O)C(=O)NCc3ccc(Cl)cc3)CC2)cc1,i
35,-0.9,C=CCn1c(=O)/c(=C\c2ccccn2)s/c1=C(/C#N)C(=O)NCC1CCCO1 (stereo not given),i
-9,-1.8,O=C(C(Cl)Cl)N1CCN(Cc2ccc3c(c2)OCO3)CC1,i
14,-1.4,O=C(Nc1ccccc1Br)C1CC(=O)N(c2ccc3c(c2)OCCO3)C1 (stereo not given),i
22,0.4,CCOc1cc2[nH]c(=O)n(CCCC(=O)NCc3ccco3)c(=O)c2cc1OCC,i
7,-1.2,COc1ccccc1-n1c(SCC(=O)O)nc2c(sc(=S)n2-c2ccccc2C)c1=O,i
9,0.4,CC1(C)Cc2c(sc(NC(=O)c3ccccc3)c2C(=O)O)CO1,i

Four compounds already listed, sorted by the number in STK33 inh, descending.
OX1R antag,STK33 inh,Molecule,KCNQ2 inh
-2,0.7,CC(C)Sc1nc2ccccc2n2cnnc12,i
10,-1.6,Cc1cc(=O)[nH]c2c1cnn2C(C)c1ccccc1 (stereo not given),i
-9,-1.8,O=C(C(Cl)Cl)N1CCN(Cc2ccc3c(c2)OCO3)CC1,i
11,-4.7,CC1(C)N=C(N)NC(Nc2ccccc2Cl)=N1,i

(listing goes on)
OX1R antag,STK33 inh,Molecule,KCNQ2 inh
21,-1.2,CNC(=S)N/N=C/c1c(C)nn(-c2ccccc2)c1Cl,i
1,-0.4,CC1=CC(C)(C)N(C(=O)CSc2ncn[nH]2)c2ccc(C)cc21,i
17,-0.7,CC(C)N1CCN(c2ccc(OC[C@H]3CO[C@](Cn4cncn4)(c4ccc(Cl)cc4Cl)O3)cc2)CC1,.
6,-0.6,S=c1[nH]nc(-c2ccc(Cl)cc2)n1CC1CCCO1 (stereo not given),i
5,-1.4,Cc1ccccc1C1C(C#N)=C2N=C(N)c3ccccc3N2C2=C1C(=O)CCC2 (stereo not given),i
6,-0.1,O=C(Cn1cnc([N+](=O)[O-])c1)NC1CCCC1,i
23,-0.1,Cc1ccc(/C=C2\SC(=S)N(CCCC(=O)Nc3ccc(O)cc3)C2=O)cc1,i
11,0.8,Cc1ccc(S(=O)(=O)N2CCN=C2c2ccccc2)cc1C,.
18,-0.2,Cn1c(=O)c2nc(-c3ccc(Cl)cc3Cl)oc2c2ccccc21,i
4,0.1,COCCn1c(SC)nnc1-c1c[nH]c2ccccc12,i
14,8.4,CCCn1nnnc1SCC(=O)N1CCCC1,i
2,-2.4,C=CC[C@@H](CC(=O)NCCO)C(=O)N[C@@H](COC(=O)[C@@H](CC=C)Cc1ccc(F)cc1)Cc1c[nH]c2ccccc12,.
19,0.3,O=C(Nc1cccc(C(=O)O)c1)/C(=C\C=C\c1ccccc1)NC(=O)c1ccccc1,i
65,-0.5,CCc1cccc(NC(=O)CN(C)S(=O)(=O)c2cccc3cccnc23)c1,i
1,-2.5,C=CCC[C@@H](Cc1ccc(F)cc1)C(=O)OC[C@@H](Cc1c[nH]c2ccccc12)NC(=O)[C@H](CC=C)CC(=O)NCCO,.
30,1.7,CC(=O)OC(C(=O)NC1CCCCC1)c1ccc(C#N)cc1 (stereo not given),i
4,-0.2,C=CCOC(=O)C1=C[C@H](c2coc3ccccc3c2=O)[C@@H](CCCO)[C@H](OCC)O1,i
8,-2.0,CC(=O)Nc1ccc(S(=O)(=O)NCCC(=O)Nc2ccc(C)cn2)cc1,i
31,0.0,Cc1cc(C)nc(/N=C(\N)Nc2ccc([N+](=O)[O-])cc2)n1,i
6,-1.6,O=C(CCN1C(=O)[C@@H]2Cc3ccccc3CN2C1=O)NCc1ccccc1Cl,i
24,-1.5,CCn1c(SCC(=O)NCc2ccc3c(c2)OCO3)nnc1-c1ccco1,i
3,-0.6,N=c1n(CCN2CCCC2)c2ccccc2n1CC(O)c1ccco1 (stereo not given),i
45,-1.1,COc1ccc(-n2c(C)cc(C(=O)CN3C(=O)C(=O)N(Cc4ccccc4)C3=O)c2C)cc1,i
10,-3.6,COC(=O)C1=C(C)N(c2ccc(C)cc2)/C(=C/c2cccs2)C1=O,i
3,-0.5,CN(Cc1ccccc1)C(=O)COC(=O)c1ccc[nH]c1=O,.
64,-1.9,C/C(CC(=O)Nc1ccc2c(c1)OCCO2)=N\NC(=O)c1ccc([N+](=O)[O-])cc1Cl,i
53,-2.1,O=C(Cn1c2ccccc2c2nc3n(c(=O)c21)CCCS3)Nc1ccccc1,i
65,0.3,Cc1cccc(C(=O)NNC(=O)c2cccc([N+](=O)[O-])c2)c1,i
52,1.0,CN(C)c1ccc(/C=N/NC(N)=S)cc1[N+](=O)[O-],i
2,-2.4,Cc1ccc(-c2ccc(=O)n(CC(=O)NCCN(CC(C)C)CC(C)C)n2)cc1,i
10,-2.1,NC(=O)CC(NC(=O)Cc1cccc2ccccc12)c1ccc(NCc2cc(F)ccc2F)c([N+](=O)[O-])c1 (stereo not given),i
54,-1.0,CCN1CCN(c2nc3c(C)cccn3c(=O)c2/C=C(\C#N)S(=O)(=O)c2ccccc2)CC1,i
32,1.6,O=C(O)c1cccc(NC(=O)C23CC4CC(C2)CC(n2cnc(Cl)n2)(C4)C3)c1,i
19,-1.0,COc1ccc(NC(=O)C(c2ccccc2)N(C)C(=O)c2cnccn2)cc1 (stereo not given),i
16,-0.3,CC(C)CNS(=O)(=O)c1ccc(NC(=O)Cn2nc(-c3ccc(F)cc3)ccc2=O)cc1,i
23,3.5,O=C(COc1ccccc1)Nc1cc(C(F)(F)F)ccc1N1CCCC1,i
8,-1.4,COC(C[C@H]1O[C@H]1C(=O)[C@@H](C)OCc1ccccc1)OC,i
6,-1.2,Cc1c(N(C)S(=O)(=O)c2cc(C(=O)Nc3ccccn3)ccc2Cl)c(=O)n(-c2ccccc2)n1C,i
5,-0.4,COc1ccc(C#Cc2c(-c3ccccc3)n(-c3ccccc3)c3ccc(CO)cc23)cc1,.
12,0.2,COc1ccc(NC(=O)CCS(=O)(=O)c2ccc3nc(C)sc3c2)cc1OC,i
-1,-0.6,COc1ccc(CCNC(=O)CCc2cc(OC)c(OC)c(OC)c2)cc1OC,i
6,0.1,O=C(COC(=O)Cc1c[nH]c2ccccc12)Nc1cc(S(=O)(=O)N2CCOCC2)ccc1Cl,.
14,-0.6,CC(=O)O[C@H]1C[C@@H]2CC[C@@H]3[C@H](CC[C@@]4(C)[C@H]3C[C@H]([N+]3(C)CCCCC3)[C@@H]4OC(C)=O)[C@@]2(C)C[C@@H]1N1CCCCC1,i
11,-2.4,CCc1ccccc1NC(=O)Cn1nc(C(F)(F)F)cc1C1CC1,i
-8,-1.1,CCNc1ncnc2c1cnn2C,i
14,-1.0,CC(SCC(=O)O)c1nc2ccccc2[nH]1 (stereo not given),i
12,-0.8,O=C(CCCCCN1C(=O)[C@@H]2Cc3ccccc3CN2C1=O)Nc1cccc(F)c1,-5.8*
3,-0.7,CCN(CC)S(=O)(=O)c1ccc(C(=O)Nc2cccc(C)c2)cc1,i
27,0.2,Cc1ccc(/C=C2/C(=O)N=C(N)N2C)s1,i
26,-0.9,OC1CCN(c2c3c(nc4cc(-c5ccc(Cl)cc5)nn24)CCC3)CC1,i
18,-2.3,COc1cc(N(C(=O)Cc2cccs2)C(C(=O)NC2CCCCC2)c2ccc(C)cc2)ccc1-n1cnnn1 (stereo not given),i
-9,-1.6,CCCCC[C@H]1CN(Cc2ccc(OC)cc2)C(=O)[C@@H]1CC(=O)NCc1ccccc1,i
18,0.1,COc1cccc(NC(=O)CN(C)CC(=O)Nc2ccc(C)c([N+](=O)[O-])c2)c1,i
27,-1.4,COc1ccc(C(=O)NCC2CCCN2S(=O)(=O)c2cccs2)cc1 (stereo not given),i
15,-0.3,CN(C)C(CNC(=O)CSc1nc2ccccc2c(=O)n1Cc1ccco1)c1ccccc1 (stereo not given),i
11,1.7,CC(C)[C@@H](N)C(=O)N/N=C/c1ccc2ncccc2c1,i
13,-0.3,COc1ccccc1NS(=O)(=O)c1cccc(C(=O)N/N=C2\CC(=O)CC(C)(C)C2)c1,i
-2,-0.1,CCOC(=O)c1c(C)[nH]c(C(=O)OCC(=O)NCc2ccc(OC)c(OC)c2)c1C,.
30,-0.8,O=C(Cc1c(F)cccc1Cl)Nc1ccccc1N1CCCCC1,i
9,-0.7,CCn1c(=O)c(C(=O)Nc2ccccc2S(N)(=O)=O)c(O)c2ccccc21,i

The list goes on:
OX1R antag,STK33 inh,Molecule,KCNQ2 inh
17,1.8,O=C(CSc1nnc(NC(=O)c2ccccc2)s1)NC1CCCC1,i
13,-0.3,CNC[C@H]1Oc2c(NC(=O)c3ccc(-c4nccs4)cc3)cccc2C(=O)N([C@@H](C)CO)C[C@@H]1C,.
18,-0.4,COc1ccc(CC(=O)N2N=C(C)CC2(O)c2cccnc2)cc1 (stereo not given),i
15,1.4,C=CCn1c(SCC(=O)NCC2CCCO2)nc2c([nH]c3ccccc32)c1=O (stereo not given),i
12,-0.3,CC(Oc1cc2oc(=O)c3c(c2cc1Cl)CCCC3)C(=O)NCC1CCC(C(=O)O)CC1 (stereo not given),i
16,-1.7,O=C(/C=C/c1cccc(Br)c1)NCC1CCCCC1,i
5,-0.9,CC(=O)[C@@H]1[C@@H]2C(=O)N(c3ccccc3F)C(=O)[C@@H]2[C@H]2c3ccccc3C=NN12,i
11,0.2,C=CCN(c1cccc(C(F)(F)F)c1)S(=O)(=O)c1cccc(C(=O)OCC(=O)NC)c1,i
11,-1.4,COCCN(C(=O)CNC(=O)c1ccco1)C(C(=O)NC1CCCC1)c1cccc(OC)c1 (stereo not given),i
25,-1.3,Cc1ccc(CN(C)C(=O)COC(=O)CSc2ccc([N+](=O)[O-])cc2)cc1,i
5,-1.6,O=C(CSc1nnnn1-c1cccc2ccccc12)Nc1ccc(N2CCOCC2)c(Cl)c1,i
8,-2.9,CCOc1ccc(CCNC(=O)COC(=O)C2CCN(S(=O)(=O)c3ccc(C)c(C)c3)CC2)cc1OCC,i

Profiles, quoted from the list:
Cc1ccc(-c2nn(CCC(=O)O)cc2/C=C\C(=O)c2ccc(Br)cc2)cc1 across the screens: OX1R antag: 16; STK33 inh: 36*; KCNQ2 inh: i
CC1(C)N=C(N)NC(Nc2ccccc2Cl)=N1 across the screens: OX1R antag: 11; STK33 inh: -4.7; KCNQ2 inh: i

More results follow.
OX1R antag,STK33 inh,Molecule,KCNQ2 inh
23,-1.6,C=CCN(c1ccc(C(=O)Nc2ccc3c(c2)OCO3)cc1)S(C)(=O)=O,i
7,5.0,O=C(CN1CCOCC1)Nc1nc2ccc(Br)cc2s1,i
15,-1.6,COC(=O)c1scc(C)c1NC(=O)CSc1ccc(Cl)cc1,i
2,-1.7,Cc1csc(SCC(=O)N(C)c2c(N)n(Cc3ccccc3)c(=O)[nH]c2=O)n1,i
9,-0.4,Cc1ccc(C(=O)O/N=C(\c2ccccc2)c2ccncc2)cc1,i
-2,0.4,Cc1nn(C)c(C)c1NC(=O)/C(C#N)=C\N(C)C,i
0,1.7,COc1cccc(-n2cnc3cccc(N)c32)c1,i
-2,-2.7,COc1ccc(-c2cc(C(=O)Nc3cc(C)ccc3O)no2)cc1,i
24,3.3,O=C(Nc1cccc(Cl)c1)Nc1sccc1-c1nc2ccccc2s1,i

Compound activity (PubChem BioAssay)

The order is random, and some 2.7% of all compounds hit somewhere here.
